MsrA inh = inhibits bovine methionine sulfoxide reductase A; purified bovine MsrA, absorbance read-out; inhibition, % at 15.5 µM; hit rate 0.75% among 360,000; in the data active = inhibition above about 4.5%;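 note: 0% = vehicle wells with enzyme and 100% = reference inhibitor wells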
DNMT1 block = blocks human DNA methyltransferase DNMT1. inhibition (reported as % activation of signal), % at 10 µM. DNMT1 molecular beacon, Hinp1I cleavage, fluorescence. P26358. hit rate 0.83% among 360,000. AID 588458; in the data active = inhibition above about 50%
SUMO1 PPI mod = SUMO1-SIM interaction modulation; P63165; SUMO1 binding to a labelled peptide, TR-FRET, 1 h; inhibition, % at 20 µM; hit rate 0.33% among 360,000; AID 602429; in the data active = inhibition above about 37%
NadD inh = inhibitors of Staphylococcus aureus NadD | inhibition, % at 20 µM | AID 602399 | hit rate 0.78% among 360,000 | purified NadD enzyme, colorimetric absorbance read-out; in the data active = inhibition above about 26%; note: some compounds past the cut are filed as inactive
LMPTP inh = LMPTP (human) inhibition. hit rate 0.22% among 360,000. recombinant LMPTP-A, OMFP fluorogenic substrate, fluorescence intensity. P24666. inhibition, % at 20 µM. AID 651560;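 active = compounds that cut the enzyme signal by at least half of the control window in the single-dose screen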;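 note: plate controls were DMSO wells with enzyme plus substrate for no effect and substrate without enzyme for full effect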
Target sequence (P24666 whole entry, looked up): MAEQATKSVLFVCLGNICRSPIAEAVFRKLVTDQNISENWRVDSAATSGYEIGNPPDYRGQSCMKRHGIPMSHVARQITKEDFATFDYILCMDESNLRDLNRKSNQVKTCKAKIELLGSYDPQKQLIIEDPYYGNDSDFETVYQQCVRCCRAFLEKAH
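Assay system: LMPTP-A enzyme. Input: 0.625 nM LMPTP-A final. Probe or stimulus: 400 µM OMFP. Compound dosing: single 20 µM dose. Schedule: 50 min dark incubation at room temperature. Detection: fluorescence intensity of OMFP turnover product. Read-out: percent inhibition versus substrate-only and uninhibited controls. Benchmarks: no-enzyme low control, uninhibited high control.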
Scp1 inh = Scp-1 (human) phosphatase inhibition | Q9GZU7 | Recombinant Scp1, phosphopeptide, malachite green phosphate absorbance | inhibition, % at 20 µM | hit rate 0.88% among 340,000;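 active = inhibition above about 50% at 20 µM, limit read from the data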;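 note: plate controls were DMSO wells with enzyme for no effect and wells lacking enzyme for full effect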
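Incubation: 45 min enzyme reaction at room temperature / System: truncated SCP-1 phosphatase (76-261aa) / Reagent: Phospho 17-mer peptide substrate / Buffer or medium: Acidic Tris acetate buffer with magnesium and detergent / Signal: absorbance at 630 nm / Doses: one concentration, 20 µM, with 1.0% DMSO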
STEP inh = inhibitors of human striatal-enriched phosphatase STEP. P54829. recombinant STEP, OMFP fluorogenic substrate, fluorescence. inhibition, % at 20 µM. hit rate 0.25% among 360,000;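 active = inhibition at 20 µM, scaled per plate between control wells, above about 37%, limit read from the data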;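 note: 0% = DMSO with enzyme and substrate and 100% = substrate only without enzyme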
Target sequence (P54829 whole entry, looked up): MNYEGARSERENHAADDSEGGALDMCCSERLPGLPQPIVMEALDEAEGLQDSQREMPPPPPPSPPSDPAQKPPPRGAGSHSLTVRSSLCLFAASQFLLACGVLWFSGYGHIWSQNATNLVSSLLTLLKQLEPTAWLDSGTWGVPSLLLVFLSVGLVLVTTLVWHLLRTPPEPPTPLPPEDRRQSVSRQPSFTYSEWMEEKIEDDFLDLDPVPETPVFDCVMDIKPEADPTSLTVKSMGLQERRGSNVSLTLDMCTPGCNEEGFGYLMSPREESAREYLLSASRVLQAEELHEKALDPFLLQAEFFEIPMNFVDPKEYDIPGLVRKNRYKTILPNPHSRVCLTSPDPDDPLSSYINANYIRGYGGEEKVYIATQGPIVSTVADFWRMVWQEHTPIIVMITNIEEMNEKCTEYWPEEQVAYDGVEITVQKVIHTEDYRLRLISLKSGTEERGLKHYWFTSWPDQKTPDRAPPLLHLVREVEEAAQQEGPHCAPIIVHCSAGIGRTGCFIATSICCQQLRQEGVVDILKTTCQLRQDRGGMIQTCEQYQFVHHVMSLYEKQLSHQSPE
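System: STEP phosphatase, cell-free reaction; Buffer or medium: Bis-Tris pH 6.0 buffer with DTT, detergent; Incubation: 20 min at room temperature, dark; Measured by: fluorescence, 480/540 nm.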
Tb MetRS inh = Trypanosoma brucei MetRS inhibition; purified T. brucei MetRS, ATP depletion, Kinase-Glo luminescence; inhibition, % at 11.9 µM; hit rate 0.4% among 360,000;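 active = inhibition above a per-plate cutoff of the control wells' mean inhibition plus 3 SD, cut at about 5.5% in these data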;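 note: 0% = DMSO wells median and 100% = median of wells with control inhibitor compound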
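technique = Kinase-Glo luminescence, ATP depletion format | system = purified MetRS (methionyl-tRNA synthetase) enzyme from Trypanosoma brucei | timing = 15 min preincubation, 2 h reaction, all 25 °C | evaluation = percent inhibition versus plate control medians | dosing = single dose, 11.9 µM final nominal, 0.9% final DMSO | also added = substrates ATP, L-methionine and bulk Escherichia coli tRNA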
Rpn11 inh = blocks the human proteasome subunit Rpn11; O00487; human 26S proteasome, Ub4-pepOG fluorescence polarization; 20S core pre-blocked with epoxomicin; calls only at 20 µM; hit rate 0.59% among 360,000; AID 588493;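 active = inhibition at 20 µM, scaled to each plate's controls, above about 33%, limit read from the data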
CSN deneddyl inh = blocks human CSN-mediated cullin deneddylation; Q92905; Purified CSN, SCF-Nedd8-OG deneddylation, fluorescence polarization; inhibition, % at 12.5 µM; hit rate 0.38% among 360,000;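 active = pattern-corrected inhibition above about 35%, with an unprinted fluorescence ratio check between 0.5 and 1.5, limit read from the data, passing the limit was not always enough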;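 note: 0% = enzyme with substrate and 100% = substrate without enzyme; some results filed as inactive read as strong as hits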
Target sequence (Q92905 whole entry, looked up, one chain of several): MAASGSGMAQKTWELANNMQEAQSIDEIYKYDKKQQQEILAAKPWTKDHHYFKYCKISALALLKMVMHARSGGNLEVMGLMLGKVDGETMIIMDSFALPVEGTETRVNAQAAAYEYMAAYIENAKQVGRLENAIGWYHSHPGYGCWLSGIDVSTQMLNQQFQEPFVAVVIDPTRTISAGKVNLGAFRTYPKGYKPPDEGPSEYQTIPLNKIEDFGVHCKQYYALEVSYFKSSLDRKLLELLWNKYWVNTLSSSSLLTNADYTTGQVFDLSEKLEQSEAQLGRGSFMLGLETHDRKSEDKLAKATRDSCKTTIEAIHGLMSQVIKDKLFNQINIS
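Assay system: purified human Csn5 enzyme expressed in HEK293T cells; Input: 0.24 nM Csn5 enzyme, final concentration; Reagent: 10 nM SCFSkp2-Nedd8OG; Compound dosing: 12.5 µM single point; Times: reaction 90 min, room temperature; Technique: fluorescence polarization readout.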
Numbers without * were called inactive; i = inactive; x = not tested or not shown; + = active, no number.

SMILES	MsrA inh	DNMT1 block	SUMO1 PPI mod	NadD inh	LMPTP inh	Scp1 inh	STEP inh	Tb MetRS inh	Rpn11 inh	CSN deneddyl inh
O=C(O)c1cccc(NS(=O)(=O)c2ccc3c4c(cccc24)C(=O)N3)c1	1.5	6	-8	0	-0.4	12	4	1.3	i	1
CC(=O)c1ccccc1NS(=O)(=O)c1cccc2nsnc12	0.3	51*	-17	-4	68*	80*	97*	-1.1	i	9
Cc1ccc(NC(=O)CSCC(=O)Nc2cc(C(F)(F)F)ccc2N2CCOCC2)cc1	x	0	6	-3	1.6	-6	1	-0.3	i	0
COc1ccc(NC(=O)Cn2nnc(-c3ccc(CN4CCOCC4)cc3)n2)c(OC)c1	-0.6	-2	-5	2	-0.8	-2	19	-1.3	i	2
Cc1ccc(NC(=O)COC(=O)[C@H](C)NC(N)=O)c(C)c1	-0.7	1	-1	-1	-1.1	-3	-2	-1.2	i	-2
COc1ccc(CN2C(=O)C(Cc3ccccc3)Nc3ncnc(N4CCCCC4)c32)cc1 (configuration not stated)	x	-1	0	9	-1.2	3	-1	-0.3	i	2
Cc1ccc(S(=O)(=O)N2CCC(C(=O)N[C@H](C(=O)NCC3CCCO3)C(C)C)CC2)cc1 (some centres not stated)	-0.9	7	2	-5	-0.9	-5	-2	0.3	i	0
CC(C)NC(=O)Cn1nnc(-c2ccccc2)c1COc1ccc2ccccc2c1	-0.3	4	-2	-5	0.8	x	-1	-0.3	i	-6
O=C(c1[nH]c(C(F)(F)F)nc1-c1ccccc1)N1CCN(C(=O)C2CCCO2)CC1 (configuration not stated)	-0.2	3	2	-1	-2.9	x	4	0.0	i	4
CC(C)(C)n1nc2c(c1NC(=O)c1ccc(S(=O)(=O)N3CCCCC3)cc1)CS(=O)C2 (configuration not stated)	1.3	1	5	0	-0.3	-2	-3	0.2	i	-3
CCCCCNC(=O)c1c[nH]c2ccc(S(=O)(=O)N3CCC4(CC3)OCCO4)cc2c1=O	-1.1	3	1	-1	0.6	2	0	-1.2	i	7
O=c1cc(CO)oc(C(Nc2ccccn2)c2ccccc2Cl)c1O (configuration not stated)	-0.4	2	2	-2	0.9	10	-1	-1.2	i	7
CC(C)COc1ccc(C(=O)NC(=S)Nc2ccc(CN3CCOCC3)cc2)cc1	0.7	10	-4	0	-1.2	-3	0	-0.4	i	-1
CC1CN(C(=O)CN2C(=O)NC3(CCCCCC3)C2=O)CC(C)O1 (configuration not stated)	0.2	-1	-2	-6	-1.8	-5	0	-0.4	i	7
Cc1ccc(S(=O)(=O)N2CCN(C(=O)COC(=O)CCOc3cc(C)ccc3C)CC2)c(C)c1	-0.5	-1	3	-4	4.4	-11	1	-0.2	i	2
CCOc1ccc(C2C(C#N)=C(N)Oc3nc[nH]c(=O)c32)cc1 (configuration not stated)	-0.4	2	-3	-6	4.3	7	-3	-1.3	i	-2
O=C(O)CNC(=S)N(Cc1ccccc1)Cc1cccs1	2.1	-1	4	-4	-0.5	0	0	-0.1	i	5
CCCOc1ccccc1NC(=O)/C=C/c1ccc(OC)c(S(=O)(=O)N2CCOCC2)c1	0.1	-5	-35	-2	0.4	x	0	-0.4	i	-2
COc1ccc(C2NCCc3c2[nH]c2ccccc32)cc1CSc1nc2ccccc2s1 (configuration not stated)	-0.2	8	-16	44*	3.2	18	2	-1.1	i	-3
CSc1ccc(Cn2c(C)c(C(=O)NCc3cccc(C)c3)sc2=O)cc1	-0.3	2	6	-3	5.5	x	0	-0.7	i	3
CC(=O)NC(CC(=O)Nc1cccc(S(=O)(=O)N2CCOCC2)c1)c1ccccc1 (configuration not stated)	-0.3	2	0	-3	-1.5	-5	-1	-0.3	i	27
COc1ccccc1-n1cnnc1SCC(=O)Nc1cc(C)on1	-1.4	1	1	1	-2.1	-10	1	-0.6	i	0
O=C(NC1CCCC1)C1C(c2ccccc2)=Nc2ccccc2N1C(=O)c1cc(Cl)cc(Cl)c1 (configuration not stated)	-1.0	x	-3	x	2.9	x	x	-0.2	x	0
CCCSc1nnc2n(N)c(=O)c3ccccc3n12	0.3	-1	4	8	-1.1	-6	2	-0.6	i	-1
CC(=O)c1cccc(N(CC(=O)NC2CCCC2)C(=O)CNC(=O)c2cccs2)c1	-0.6	-1	3	10	-0.9	-4	-2	-0.2	i	-1

Whole records, quoted from the list. Values in the order: MsrA inh, DNMT1 block, SUMO1 PPI mod, NadD inh, LMPTP inh, Scp1 inh, STEP inh, Tb MetRS inh, Rpn11 inh, CSN deneddyl inh
`CCCSc1nnc2n(N)c(=O)c3ccccc3n12` is listed as 0.3, -1, 4, 8, -1.1, -6, 2, -0.6, i, -1
`CC(=O)c1ccccc1NS(=O)(=O)c1cccc2nsnc12` is listed as 0.3, 51*, -17, -4, 68*, 80*, 97*, -1.1, i, 9

New compounds follow.
SMILES	MsrA inh	DNMT1 block	SUMO1 PPI mod	NadD inh	LMPTP inh	Scp1 inh	STEP inh	Tb MetRS inh	Rpn11 inh	CSN deneddyl inh
COCCNC(=O)COc1ccc(C)c(C)c1	0.5	1	-3	-1	0.2	-9	3	-0.2	i	2
COc1ccc(C2c3ccc(O)cc3Oc3ncn(CCCO)c(=N)c32)cc1 (configuration not stated)	-1.4	-8	-4	-7	1.9	-15	1	2.0	i	2
CN1CCC(N(C)S(=O)(=O)c2ccc(NC(=O)COc3ccc(F)cc3Cl)cc2)CC1	-0.8	-3	-9	-6	-0.5	-6	-2	-0.1	i	1
CCOC(=O)c1c2c3c(cccc3n(C)c1=O)C(=O)c1ccccc1-2	2.3	2	-17	-10	0.8	-5	3	-0.9	i	-6
Cc1nc2c(C)cccn2c1/C(O)=C1\C(=O)C(=O)N(CCN(C)C)C1c1ccncc1 (configuration not stated)	1.4	-4	1	9	-7.4	7	-2	-0.2	i	0
COc1ccccc1CC(=O)NCCc1ccccc1	-0.1	4	8	0	-2.4	4	1	-1.0	i	1
COc1ccccc1NC(=O)NCc1ccccc1F	-1.4	0	0	-4	0.7	-7	0	-0.1	i	0
CC(C)(C)C(=O)Nc1nc(-c2ccccc2)ns1	-0.9	-1	3	-1	-0.2	-8	-3	0.2	i	-2
CC(=O)CCN1C(=O)NC2(CCCc3ccccc32)C1=O (configuration not stated)	0.0	1	4	0	-0.5	-5	0	0.1	i	-1
COc1ccc(C(=O)Nc2nc3ccc4nc(C)sc4c3s2)cc1	0.3	-26	18	-3	0.6	-9	-2	-1.0	i	6
CN1C(=S)SC2CS(=O)(=O)CC21C (configuration not stated)	0.2	3	1	4	-0.3	11	-1	-0.4	i	-2
Cc1ccc(CN2CCN(c3ccccc3Cl)CC2)o1	-2.0	1	-3	-8	-1.7	51*	-1	0.1	i	6
Cc1cc(NS(=O)(=O)c2ccc(NC(=O)CCCOc3ccccc3)cc2)no1	1.3	1	6	-5	-0.3	-7	2	-0.5	i	4
CCOc1cc(/C=C2\SC(=O)N=C2N)ccc1O	2.0	1	-5	0	-0.3	-8	2	32*	+	14
NC(=O)C1CCN(C(=O)c2ccc(NS(=O)(=O)c3ccc(Br)s3)cc2)CC1	0.0	2	5	-3	-1.4	4	-1	-0.6	i	3
CCOC(=O)c1ccc(NC(=O)N2CCN(S(C)(=O)=O)CC2)cc1	1.1	1	0	-5	0.4	0	-3	-1.7	i	2
O=C(Nc1ccc2c(c1)OCCO2)C(c1cc2ccccc2o1)N1CCN(c2ccc(F)cc2)CC1 (configuration not stated)	0.1	-15	1	18	2.2	x	-3	-0.5	i	3
O=C(CN1C(=O)c2ccccc2C1=O)Nc1ccc(S(=O)(=O)NCC2CCCO2)cc1 (configuration not stated)	-1.4	-1	-2	4	1.1	4	0	-0.3	i	-4
Clc1ccc(-c2noc(CCCOc3ccccc3)n2)cc1	x	-2	-3	-2	2.9	-16	1	-0.3	i	-3
C=CCNC(=O)CC(=O)N/N=C/c1ccc(F)cc1	0.2	4	1	-4	-2.0	-6	-4	-0.4	i	-19
CC(NS(=O)(=O)c1ccc(F)cc1)C(=O)NCc1ccncc1 (configuration not stated)	-1.2	1	-3	-2	-1.5	-4	1	-0.7	i	-2
Cc1nc(-c2cnn(-c3ccccc3)c2)c2cc(C)oc2n1	0.1	0	8	0	-0.6	-7	-4	-1.1	i	5
COc1ncccc1-c1ccc2nncn2c1	0.7	-2	-6	1	-1.0	x	0	0.0	i	-4
Clc1ccc(OCc2nc(-c3ccncc3)no2)c(Cl)c1	0.4	-5	-1	-1	1.5	1	4	4.7	i	-1
COC(=O)c1sccc1S(=O)(=O)N1CCCC(N(C)CCc2ccccn2)C1 (configuration not stated)	0.3	-1	17	-4	0.8	-4	0	0.2	i	0
O=P(O)(O)c1ccccc1OCCOCCOc1ccccc1P(=O)(O)O	-0.1	5	12	-4	-2.0	1	0	-0.5	i	1
COc1ccc(NC(=O)CN2C(=O)CSC2=O)cc1	0.6	2	4	-1	-1.9	-9	-2	-0.3	i	1
COc1ccccc1NC(=O)c1ccc2snnc2c1	-1.0	4	-2	-5	-0.8	-6	-3	0.0	i	-4
CCCOc1ccc(C2CC(=O)Nc3cc(OC)c(OC)cc32)cc1 (configuration not stated)	-0.9	0	5	3	-0.8	-10	2	-0.2	i	-1
O=C(COC(=O)Cc1c(Cl)cccc1Cl)NC1CCCC1	-0.5	-3	3	3	-0.3	-2	-1	-0.3	i	-1

Part of the list above in order of length of the SMILES, lowest first.
SMILES	MsrA inh	DNMT1 block	SUMO1 PPI mod	NadD inh	LMPTP inh	Scp1 inh	STEP inh	Tb MetRS inh	Rpn11 inh	CSN deneddyl inh
O=C(O)CNC(=S)N(Cc1ccccc1)Cc1cccs1	2.1	-1	4	-4	-0.5	0	0	-0.1	i	5
CCOc1ccc(C2C(C#N)=C(N)Oc3nc[nH]c(=O)c32)cc1 (configuration not stated)	-0.4	2	-3	-6	4.3	7	-3	-1.3	i	-2
CC(C)COc1ccc(C(=O)NC(=S)Nc2ccc(CN3CCOCC3)cc2)cc1	0.7	10	-4	0	-1.2	-3	0	-0.4	i	-1
Cc1nc2c(C)cccn2c1/C(O)=C1\C(=O)C(=O)N(CCN(C)C)C1c1ccncc1 (configuration not stated)	1.4	-4	1	9	-7.4	7	-2	-0.2	i	0
O=C(NC1CCCC1)C1C(c2ccccc2)=Nc2ccccc2N1C(=O)c1cc(Cl)cc(Cl)c1 (configuration not stated)	-1.0	x	-3	x	2.9	x	x	-0.2	x	0
